KB-3-1 tox: kills parental KB-3-1 adenocarcinoma cells; KB-3-1 viability, CellTiter-Glo ATP luminescence, 72 h; Potency, µM (highest dose often 46.1 µM), for the others: at the top dose activity change, negative = cytotoxic, hits mostly cytotoxic; 1.4% of 400,000 active; AID 1347075; also: potency is read from the fitted curve at half-maximal effect; % is scaled to controls: 0 for no effect and ±100 for the full control effect; nearly all actives have a fitted effect of over 60% in size
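KB-3-1 cells, DMEM (no phenol red) + 10% FBS; compound by pin transfer, 72 h, 37 °C. Readout: CellTiter-Glo luminescence after 10 min. Data normalized, curve-fitted.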
IL-1B inflam inh: inflammasome signaling inhibition, IL-1 beta readout | THP-1 LPS/ATP IL-1B secretion, AlphaLISA, 16 h; active compounds read low | activity change, % at 57.5 µM | 4.7% of 360,000 active | AID 743279; in the data active = activity change below about -50%; inconclusive = mostly about -30% to -49%; also: % is scaled to controls: 0 for no effect and ±100 for the full control effect
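Secreted IL-1B measured by AlphaLISA bead assay after 16 h compound exposure of THP-1 cells; compounds (final up to 57.5 uM) added 1 h before LPS (250 ng/mL) and ATP (1.25 mM) stimulation; lower signal means less secretion.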
HT1080 IDH1KD tx: toxicity to HT-1080 IDH1 knockdown cells (counter line). HT-1080 IDH1 knockdown viability, ATP luminescence, 48 h. Potency, µM (top dose mostly 46.1 µM), for inactives: at the highest dose activity, negative = toxicity, usual class: cytotoxic. 2% of 360,000 active;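 also: potency is read from the fitted curve at half-maximal effect; 0% = DMSO wells and -100% = cell-free medium wells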
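Luminescent ATP read-out (CellTiter-Glo, 10 min at room temperature) after 48 h compound exposure at 37 °C gave viability of IDH1-knockdown HT-1080 cells. Activity was normalised to DMSO and cell-free wells, then fitted as concentration-response curves.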
GLP1R cytotox: cytotoxic in the GLP-1 receptor inverse agonist counter-screen; HEK293 cAMP-luciferase reporter cells, luminescence, 24 h; Potency, µM (highest dose often 38.3 µM), for the others: at the top dose activity change, negative = inhibition, actives largely listed as inhibitors; 0.13% of 410,000 active; AID 624418;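 also: loss of luciferase light is scored as toxicity; potency is read from the fitted curve at half-maximal effect; % is scaled to controls: 0 for no effect and ±100 for the full control effect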
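MLSMR compounds, 24 hr on cells at 37 deg C/5% CO2; luminescence after luciferase reagent (12 min RT). Inhibition counted as the undesired cytotoxic outcome.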
DRD3 agonist: activates the human D3 dopamine receptor; P35462; D3R DiscoveRx beta-arrestin cells, luminescence, 90 min; max activation, %; 0.58% of 410,000 active; AID 652048; in the data active = max activation above about 30%; also: 0% is about no effect; mostly tested at two doses, the higher about 12 µM
Target sequence (P35462 whole entry, looked up): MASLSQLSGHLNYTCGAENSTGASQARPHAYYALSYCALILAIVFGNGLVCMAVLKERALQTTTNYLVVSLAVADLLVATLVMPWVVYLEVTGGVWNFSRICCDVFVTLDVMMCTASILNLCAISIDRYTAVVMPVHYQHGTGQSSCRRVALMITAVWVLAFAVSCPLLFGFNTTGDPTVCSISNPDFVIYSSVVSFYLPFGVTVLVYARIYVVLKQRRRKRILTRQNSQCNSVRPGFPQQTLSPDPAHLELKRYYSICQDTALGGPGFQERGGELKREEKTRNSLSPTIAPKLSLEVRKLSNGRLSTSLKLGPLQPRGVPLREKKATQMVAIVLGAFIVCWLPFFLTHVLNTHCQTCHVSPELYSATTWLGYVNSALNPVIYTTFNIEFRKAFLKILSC
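Agonist-mode cell screen: cells plated at 1500/well and incubated overnight at 37 °C, then exposed to library compounds for 90 min at 37 °C. Detection reagent was added for 30–60 min at room temperature, and luminescence was read.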
HT1080NT lethal: kills 2HG-producing HT-1080-NT fibrosarcoma cells | HT-1080-NT fibrosarcoma viability, CellTiter-Glo ATP luminescence, 48 h | Potency, µM (doses to about 46.1 µM), without a hit: top-dose activity, negative = less viability, hits mostly cytotoxic | 1.6% of 360,000 active | AID 686970;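 also: NT is the 2HG producing partner of a matched IDH1 knockdown line; potency is read from the fitted curve at half-maximal effect; 0% = DMSO-treated cells and -100% = media-only wells without cells; nearly all actives have a fitted effect of over 55% in size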
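HT-1080-NT fibrosarcoma cells (2HG-overproducing), 750 cells/well in RPMI with 5% FBS, dosed after 2 h and incubated 48 h at 37C. CellTiter-Glo luminescence normalized to DMSO and no-cell wells; concentration-response curves fitted and classed.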
SW480 rereplic: induces DNA re-replication in SW480 colon adenocarcinoma cells. SW480 DNA re-replication, Hoechst DNA content imaging, 48 h. 1.8% of 340,000 active. Potency, µM (top dose mostly 46.1 µM), inactives show at the highest dose re-replication activation, hits mostly activators; also: potency is read from the fitted curve at half-maximal effect; % of control where 0% means no effect; nearly all actives have a fitted effect of over 55% in size
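Image-based DNA-content assay: after two days of treatment, nuclei were labelled with the DNA dye Hoechst and imaged, and hits were compounds raising the count of nuclei showing high fluorescence intensity.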
MCF10A rereplic: inducers of DNA re-replication in MCF 10A breast cells | MCF 10A DNA re-replication, Hoechst nuclear intensity, 48 h | Potency, µM (highest dose often 46.1 µM), for inactives: at the top dose activity, positive = re-replication, hits mostly activators | 2.9% of 350,000 active | AID 624296; also: potency is read from the fitted curve at half-maximal effect; % of control where 0% means no effect; nearly all actives have a fitted effect of over 50% in size
KB-V1 MDR tox: KB-V1 MDR subline cytotoxicity; 3.4% of 400,000 active; Potency, µM (doses to about 46.1 µM), for the others: top-dose activity change, negative = cytotoxicity, actives largely listed as cytotoxic; KB-V1 MDR cells viability, CellTiter-Glo, 72 h; AID 1347076; also: potency is read from the fitted curve at half-maximal effect; % is scaled to controls: 0 for no effect and ±100 for the full control effect; nearly all actives have a fitted effect of over 60% in size
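Following 72 h at 37 degrees C with compound, KB-V1 cell viability was read by CellTiter-Glo luminescence, medium being phenol-red-free DMEM plus 10% FBS; concentration-response parameters came from normalized, curve-fitted qHTS data.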
* = called active by the depositor; i = inactive; ? = inconclusive; · = not tested or not shown; & = joins results of further samples; [ ] = another dose, or the depositor's remark. Unless noted, calls follow the shape of the dose curve; as a rule, active = well fitted curve in the direction sought with a large enough effect; inconclusive = small, poorly fitted or top-dose-only effect, or another doubt; inactive = no such curve, though single readings can be large; an effect the other way counts as inactive or inconclusive.

SMILES | KB-3-1 tox | IL-1B inflam inh | HT1080 IDH1KD tx | GLP1R cytotox | DRD3 agonist | HT1080NT lethal | SW480 rereplic | MCF10A rereplic | KB-V1 MDR tox
COc1ccc(C(=O)OCC(=O)N2CCCC2=O)c(OC)c1 | 5% | -28 | 10% | 8% | 2 | 0% | -5% | -3% | -6%
COc1ccc(NC(=O)COC(=O)C(NC(=O)c2ccc(C)cc2)C(C)C)cn1 (configuration not stated) | 1% | 14 | 4% | -15% | 10 | 4% | -6% | -8% | 15µM*
COc1ccccc1C(=O)NC(=S)Nc1ccc(NC(=O)c2ccco2)cc1 | 1% | 5 | -19% | -4% | 28 | 0% | 0% | 6% | 19%
COCCn1c(C)cc(C2=NNC(=Nc3ccc(F)cc3)SC2)c1C | ? | -15 | -2% | -18% | -5 | -3% | 5% | -3% | 10µM*
Cc1c(NC(=O)Nc2ccccc2Cl)sc(=S)n1C | 9% | -4 | ? | -9% | -4 | ? | 1% | 5% | ?
CCCN(CCC)S(=O)(=O)c1ccc(N2CCCCS2(=O)=O)cc1 | -7% | · | · | 5% | -12 | · | · | · | -4%
Cc1c(C(C)(C)O)[nH]c2ccc(C(F)(F)F)cc12 | ? | 18 | -6% | -33% | 18 | -2% | -8% | 7% | -2%
Cc1nn(-c2ccccc2)c(N2CCCC2)c1/C=N/NC(=O)c1cc(-c2cccnc2)nc2ccccc12 | ? | ? | ? | -17% | 2 | -29% | ? | 13µM* | ?
COc1ccccc1C1C(C(=O)c2cc3ccccc3o2)=C(O)C(=O)N1CCN1CCOCC1 (configuration not stated) | 18% | -7 | 12% | 3% | -3 | 24% | -3% | 4% | 8%
COc1ccc(N=Nc2c(N)nn(C)c2N)cc1 | 3% | -23 | 22% | ? | -7 | 15% | -4% | 1% | -4%
Cc1sc2ncnc(NCCCO)c2c1C | 12% | 28 | -1% | 4% | 7 | -14% | 31% | -14% | 3%
O=C(N/N=C/c1ccc[nH]1)c1ccc(Cl)cc1 | 24% | 0 | 3% | 13% | -5 | -5% | ? | 17% | -24%
Cc1nnsc1C(=O)NC(C)c1ccccc1 (configuration not stated) | 10% | -4 | 9% | -12% | 10 | 0% | -4% | -1% | 5%
Cn1cnnc1SCC(=O)N1CCc2ccccc21 | -1% | 7 | -2% | 0% | -4 | -2% | 1% | 2% | 8%
CCOc1cccc(CN2CCCC(CCC(=O)NCc3ccccc3F)C2)c1O (configuration not stated) | 2% | 0 | 1% | 5% | 0 | 2% | 16µM* | -25% | -15%
CCc1c(C)nc(N2CCOCC2)[nH]c1=O | 3% | 6 | 9% | 5% | -1 | ? | 3% | 8% | 6%
CC(CCCC(C)(C)O)NCc1cn[nH]c1-c1ccc2c(c1)OCO2 (configuration not stated) | -7% | 5 | 4% | 1% | 3 | -13% | ? | -3% | 18%
CN1CCN(C(=O)C2=C[C@H](c3ccccc3)C[C@H](OCc3ccc(CO)cc3)O2)CC1 | ? | -10 | 14% | -6% | -44 | 10% | -43%[inhibitor] | -2% | 24%
COc1ccc(Nc2nc(N)nc(CSC(=S)N3CCCCC3C)n2)cc1 (configuration not stated) | -3% | -62* | ? | -22% | -2 | ? | ? | ? | ?
CCn1nnc(-c2ccccc2NC(=O)C(F)(F)F)n1 | 2% | -7 | -5% | -2% | -2 | 12% | -3% | -5% | 8%
O=C(Cn1c(/C=C/c2ccccc2)nc2ccccc21)Nc1ccc(F)cc1 | ? | -16 | ? | -21% | 4 | ? | 0% | 9% | -5%
CC(=O)N1CCc2c(sc(NC(=O)c3ccc([N+](=O)[O-])o3)c2C#N)C1 | ? | ? | 2.9µM* | -23% | -12 | 1.8µM* | 2.3µM* | 1.5µM* | 0%
Cc1sc2nc(C3CCCCC3)nc(SCC(=O)N3CC(=O)Nc4ccccc43)c2c1C | -3% | 30 | -4% | -5% | 19 | -5% | -2% | 1% | -29%
O=C(CN(C(=O)c1csnn1)c1cccc2ccccc12)NC1CCCC1 | 13% | 3 | -1% | 1% | 7 | -2% | 16% | 1% | 4%
NC(=O)C1CCN(C(=O)c2ccc(NS(=O)(=O)c3ccc(Br)s3)cc2)CC1 | 0% | 0 | 1% | -1% | 1 | 0% | 17% | 6% | 3%

(cont.)
SMILES | KB-3-1 tox | IL-1B inflam inh | HT1080 IDH1KD tx | GLP1R cytotox | DRD3 agonist | HT1080NT lethal | SW480 rereplic | MCF10A rereplic | KB-V1 MDR tox
COc1ccc(C(C)=O)cc1COC(=O)Cc1cc(OC)c(OC)c(OC)c1 | 10% | -6 | 1% | 4% | 6 | 7% | -14% | 0% | -5%
CCCN1CCN(CCCNC(=O)c2ccccc2NC(=O)C2=C(C)OCCS2)CC1 | 0% | -12 | 3% | -10% | -20 | -13% | ? | 17% | 0%
CC1=C(C(=O)OC2CCCCCC2)C(c2ccc(Cl)cc2)CC(=O)N1 (configuration not stated) | -8% | · | · | 3% | -1 | · | · | · | 4%
CCc1ccc(NC(=O)Nc2ccsc2C(=O)OC)cc1 | -26% | -13 | -3% | -11% | 5 | -5% | -1% | 8% | 3%
OC[C@@H]1CN(Cc2ccc(Cl)cc2)C[C@H](n2cnc3c(Nc4ccccc4)ncnc32)O1 | -24% | 12 | ? | -22% | 8 | ? | · | · | -11%
Cc1ccc(C(=O)C[n+]2ccc(Cc3ccccc3)cc2)cc1 | 4.6µM* | ? | -26% | -16% | -17 | -16% | -2% | 11% | 10%
COc1cccc(CN(Cc2cccnc2)S(=O)(=O)c2ccc(-n3cnnn3)c(C)c2)c1OC | -10% | -27 | -6% | 15% | -12 | -27% | 5% | -8% | -9%
Cc1ccc(C)c(NC(=S)N2CCN(S(=O)(=O)c3ccccc3)CC2)c1 | 6% | i | 4% | 6% | 0 | -1% | ? | -8% | -14%
O=c1c(Cc2c(F)cccc2Cl)c(O)ccn1CCCn1ccnc1 | -2% | 13 | -4% | 5% | 1 | -4% | -3% | 11% | 2%
CCNC(=O)Cc1c(OC)ccc2cc(Br)ccc12 | -7% | 5 | 1% | -8% | -1 | 0% | 0% | 11% | -3%
Cn1cc(C(=O)NC2CCCCCC2)c(=O)c2cc(S(=O)(=O)N3CCCC3)ccc21 | 4% | 21 | 2% | 4% | 2 | 0% | -3% | -2% | -11%
COc1ccc2oc(-c3ccco3)cc(=O)c2c1 | -4% | -62* | -1% | 12% | 1 | -2% | 14% | 6% | ?
CCc1nnc(NC(=O)c2nc(SCc3ccccc3C)ncc2Cl)s1 | 3% | · | · | 2% | 3 | · | · | · | 0%
Cc1cc2c(cc(C(=O)OC(C(=O)NC3CCCCC3)C(C)C)n2C)o1 (configuration not stated) | ? | 9 | 1% | 5% | 1 | 9% | -6% | -1% | ?
CC(=O)Nc1ccc(SCc2ncc(-c3ccccc3)o2)cc1 | ? | -6 | -3% | 0% | 0 | -10% | -6% | 6% | -21%
Cc1c(NC(=O)N2CCCCCC2)c(=O)n(-c2ccccc2)n1C | -1% | -21 | 3% | -7% | -3 | -1% | 2% | -3% | -10%
CCCNC(=O)COC(=O)c1cc(SC)ccc1Cl | 0% | -14 | -2% | 72%[activator] | -1 | -2% | -1% | 29% | -4%
CN(C)c1ccc(NC(=O)C(=O)NCCOc2ccccc2)cc1 | 8% | -14 | 14% | 5% | 18 | 15% | -2% | 0% | -14%
CCOC(=O)c1c(NC(=O)Cc2cccs2)sc(C)c1C | -5% | -17 | -25% | -5% | 3 | ? | -5% | 3.7µM* | ?
CC(C)N1CCc2c(sc(NC(=O)C3CCCCC3)c2C(N)=O)C1 | ? | -55* | 3% | 23% | -5 | -13% | -3% | 17% | -1%
CCC1(C(=O)NC(=Nc2ccccc2)Nc2ccccc2)CCOC1=O (configuration not stated) | 0% | 4 | 0% | -2% | 0 | 3% | -1% | 0% | -2%
Cc1ccc(CNC(=O)c2ccc3c(=O)n(-c4ccccc4)c(=O)[nH]c3c2)cc1 | 19% | · | · | 8% | 4 | · | · | · | 22%
O=C1NC(C(F)(F)F)(C(F)(F)F)N=C2SC=CN12 | 2% | -21 | -3% | 7% | -4 | -6% | -22% | -4% | 18%
Cc1ccc(-n2c(=S)sc3c(=O)n(-c4ccccc4F)c(SCC(=O)O)nc32)cc1C | 14% | -14 | -1% | -10% | -5 | -6% | -3% | 0% | 18%
FC(F)(F)c1cnc(N2CCSCC2)c(Cl)c1 | 0% | -5 | 12% | -1% | -1 | 21% | -19% | 11% | 16%

(further entries)
SMILES | KB-3-1 tox | IL-1B inflam inh | HT1080 IDH1KD tx | GLP1R cytotox | DRD3 agonist | HT1080NT lethal | SW480 rereplic | MCF10A rereplic | KB-V1 MDR tox
CC(=O)COc1ncn(-c2ccccc2)n1 | 1% | -10 | 10% | -16% | -4 | 26% | -1% | -3% | 8%
Cc1ccc(N2CC(C)Cn3c2nc2c3c(=O)n(CC(=O)OCc3ccccc3)c(=O)n2C)cc1C (configuration not stated) | -13% | 10 | -3% | -9% | -17 | 0% | 0% | -1% | -16%
Cc1cc(C)cc(-n2ccn(CC(=O)NCCc3ccccc3)c(=O)c2=O)c1 | 1% | -3 | 8% | -1%&3% | -2&5 | -2% | -2% | -4% | ?
CCNc1cc(=O)n(C)c(=O)n1C | 11% | 31 | 14%[9.24 µM] | -1% | 10 | 27% | -7% | 2% | 8%
C[C@@H]1CN([C@H](C)CO)C(=O)CCCn2nncc2CO[C@H]1CN(C)C(=O)OCc1ccccc1 | 21% | 21 | 15% | -1% | -1 | ? | · | · | -12%
Cc1cc(C)c(-c2cc(NC(=O)COC(=O)c3ccc(NC(=O)CC#N)cc3)n(-c3ccccc3)n2)cc1C | -1% | -7 | -1% | 0% | -4 | 2% | 22% | -3% | ?

Assay outcomes from PubChem.

Random draw from the library. Share with any hit: about 11%.
